From PubChem
PV pol inh = inhibitors of poliovirus RNA polymerase binding and polymerization. P03300. poliovirus polymerase elongation, fluorescence polarization; active compounds read low. % elongation, % (compound at 16.7 µg/mL). 150,000 compounds, 0.66% hits; in the data active = % elongation below about 90%; note: some results filed as inactive read as strong as hits
Target sequence (P03300 1749-2209 limits assumed): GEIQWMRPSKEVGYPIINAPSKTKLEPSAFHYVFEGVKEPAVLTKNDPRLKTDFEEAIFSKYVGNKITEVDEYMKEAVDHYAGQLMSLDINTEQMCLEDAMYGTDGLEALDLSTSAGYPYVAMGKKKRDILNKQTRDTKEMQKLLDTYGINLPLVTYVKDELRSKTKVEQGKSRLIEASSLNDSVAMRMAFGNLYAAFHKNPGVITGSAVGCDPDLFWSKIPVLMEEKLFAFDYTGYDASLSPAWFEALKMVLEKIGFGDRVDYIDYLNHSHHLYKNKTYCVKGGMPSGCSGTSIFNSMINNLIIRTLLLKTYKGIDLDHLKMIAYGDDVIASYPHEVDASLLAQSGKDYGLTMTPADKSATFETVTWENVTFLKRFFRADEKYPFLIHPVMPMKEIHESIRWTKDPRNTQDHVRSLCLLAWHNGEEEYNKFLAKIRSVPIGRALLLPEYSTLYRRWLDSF
PV pol inh FP z-score = also measured in PV pol inh; calls as there; z-score; measured here: FP z-score; hits read low
Numbers without * were called inactive. The list is partial, so the mix of outcomes need not match the whole.

canonical_smiles	PV pol inh	PV pol inh FP z-score
Cc1cccc(-n2ncc3c(N4CCCC(C)C4)ncnc32)c1 (stereo not drawn)	108	0.4
CN(CC(=O)NCCc1ccc(S(N)(=O)=O)cc1)c1ccccc1	105	0.2
COC(=O)C(Cc1ccccc1)N=Cc1c(O)[nH]c(=O)[nH]c1=O (stereo not drawn)	103	0.1
CNC(=O)c1c(NC(=O)c2ccc(S(=O)(=O)N3CCC(C)CC3)cc2)sc2c1CCC2	109	0.4
Cc1sc2nc3c4ccccc4c(NCC4CCCO4)nn3c(=O)c2c1C (stereo not drawn)	101	-0.1
O=C(NNc1nc2ccccc2o1)c1cccc(Cl)c1	101	0
COc1ccccc1C(=O)Nc1c(C(=O)N(CCN(C)C)Cc2ccco2)oc2ccccc12	101	-1.1
COc1ccc(Cn2c(CCC(=O)NCCC3=CCCCC3)nc3ncccc3c2=O)cc1	101	-0.8
Cc1ccc(CNc2ncccc2-c2nc(-c3ccc(Cl)cc3)no2)cc1	105	-0.6
COc1ccc(N(C)S(=O)(=O)c2c(C)noc2C)c(OC)c1	102	0
CC1(C)COC(N2c3ccccc3Sc3ccccc32)=N1	103	0
O=CN/N=C/c1c(O)ccc2ccccc12	106	0.4
Cn1c(=O)oc2cc(S(=O)(=O)NC(Cc3ccccc3)C(=O)NCc3ccc(F)cc3)ccc21 (stereo not drawn)	104	-1
CCc1ccc(NC(=O)CCCN2C(=O)CCC2=O)cc1	103	0.6
CCCOc1cccc(C(=O)Nc2cc(-c3nc4ccccc4[nH]3)ccc2C)c1	104	0.1
CCC1CCCCN1c1cc(C)nc2cc(-c3cc(OC)cc(OC)c3)nn12 (stereo not drawn)	103	0.5
COC(=O)c1c(NC(=O)CC2Nc3cc(C)c(C)cc3NC2=O)sc(C)c1C (stereo not drawn)	101	-0.2
CC(C)CNC(=O)c1cc(-c2ccc(Br)cc2)on1	100	-0.2
CC1=C(C#N)C(c2ccccc2C(F)(F)F)C2=C(O1)C(=O)CCC2 (stereo not drawn)	105	0.4
COc1ccccc1-c1noc(-c2ccc(N3CCN(C)CC3)c([N+](=O)[O-])c2)n1	106	-0.5
CC(=O)Nc1ccc(O[C@@H]2O[C@H](CO)[C@@H](O)[C@H](O)[C@H]2NC(C)=O)cc1	102	-0.2
CCC(C)C12CN3CCN(CC(C)(C3)C1O)C2 (stereo not drawn)	105	1.2
CCN1CCN(c2cc(C)c3cc(NC(=O)c4cccc(C(F)(F)F)c4)ccc3n2)CC1	109	0.7
CC1CC(=O)N(CC(N)=O)c2ccccc2S1(=O)=O (stereo not drawn)	104	0.8
Cc1ccc2c(CC(=O)NCC(=O)OCc3ccccc3)coc2c1	101	-0.3
O=C(O)CCC(=O)NC1CCCCNC1=O (stereo not drawn)	107	0.4
CCOc1ccc(NC(=O)CN(Cc2ccccc2)S(=O)(=O)c2ccc(Cl)cc2)cc1	101	-0.5
N#Cc1c(Nc2ccccc2)sc2c(N)nc(N)nc12	104	0
Cc1nc(N2CCOCC2)c2c(C(=O)N3CCN(c4cccc(C)c4C)CC3)c(C)oc2n1	109	0.2
Cc1ccc(N2C(=O)c3ccccc3C2=O)cc1	98	-1

Structures from the list above that have sulfur (10):
canonical_smiles	PV pol inh	PV pol inh FP z-score
CN(CC(=O)NCCc1ccc(S(N)(=O)=O)cc1)c1ccccc1	105	0.2
CNC(=O)c1c(NC(=O)c2ccc(S(=O)(=O)N3CCC(C)CC3)cc2)sc2c1CCC2	109	0.4
Cc1sc2nc3c4ccccc4c(NCC4CCCO4)nn3c(=O)c2c1C (stereo not drawn)	101	-0.1
COc1ccc(N(C)S(=O)(=O)c2c(C)noc2C)c(OC)c1	102	0
CC1(C)COC(N2c3ccccc3Sc3ccccc32)=N1	103	0
Cn1c(=O)oc2cc(S(=O)(=O)NC(Cc3ccccc3)C(=O)NCc3ccc(F)cc3)ccc21 (stereo not drawn)	104	-1
COC(=O)c1c(NC(=O)CC2Nc3cc(C)c(C)cc3NC2=O)sc(C)c1C (stereo not drawn)	101	-0.2
CC1CC(=O)N(CC(N)=O)c2ccccc2S1(=O)=O (stereo not drawn)	104	0.8
CCOc1ccc(NC(=O)CN(Cc2ccccc2)S(=O)(=O)c2ccc(Cl)cc2)cc1	101	-0.5
N#Cc1c(Nc2ccccc2)sc2c(N)nc(N)nc12	104	0

The list goes on:
canonical_smiles	PV pol inh	PV pol inh FP z-score
CCn1c(SCC(=O)N(C)Cc2ccccc2)nc2ccccc21	106	0.4
CC1CCC(C(C)C)C(OC(=O)CSC#N)C1 (stereo not drawn)	99	-1.4
Cc1csc2nc(COc3ccccc3NC(=O)c3ccccc3Cl)cc(=O)n12	103	-1.1
Cc1ccc(Cl)cc1NC(=O)Cn1c(=O)cc(C)c2c(C)nn(C)c21	113	0.6
CCC(C)NC(=O)Cn1c(=O)n(-c2ccc(Cl)c(Cl)c2)c(=O)c2c(C)c(C(=O)N(CC)CC)sc21 (stereo not drawn)	109	0.6
CC1=C(c2ccc(C)c(C)c2)S(=O)(=O)NC1=NCC(=O)NCCc1ccco1	103	0.6
COc1ccc2oc(=O)c(C(=O)NCCc3c(C)[nH]c4c(C)cccc34)cc2c1	102	-0.3
N#Cc1c(C(F)(F)F)cc(=O)n2c1[nH]c1ccccc12	98	-1.4
Cc1[nH]c2ccccc2c1C1(O)C(=O)N(Cc2ccccc2)c2ccc(Cl)cc21 (stereo not drawn)	108	1
CCc1ccc(C=C2C(=O)N(C)C(=O)N(C)C2=O)cc1	99	-0.2
CCCCN(CC)Cc1c(O)ccc2c(-c3ccccc3)cc(=O)oc12	103	0.5
Cc1ccc2[nH]c3c(=O)n(CC(=O)Nc4ccc(Br)cc4C)ncc3c2c1	105	0.1
CSc1ccc(C2c3c(oc4cc(C)cc(C)c4c3=O)C(=O)N2CCO)cc1 (stereo not drawn)	111	0.7
CCOc1ccc(N2CC(NC(=O)c3ccc(S(=O)(=O)N4CCOCC4)cc3)CC2=O)cc1 (stereo not drawn)	112	1.1
O=C(CSCc1nc2c(nnn2Cc2ccc(F)cc2)c(=O)[nH]1)NC1CCCCCC1	102	0

Gathered by group: the entries above with a furan ring, fused or not.
canonical_smiles	PV pol inh	PV pol inh FP z-score
COc1ccccc1C(=O)Nc1c(C(=O)N(CCN(C)C)Cc2ccco2)oc2ccccc12	101	-1.1
Cc1ccc2c(CC(=O)NCC(=O)OCc3ccccc3)coc2c1	101	-0.3
Cc1nc(N2CCOCC2)c2c(C(=O)N3CCN(c4cccc(C)c4C)CC3)c(C)oc2n1	109	0.2
CC1=C(c2ccc(C)c(C)c2)S(=O)(=O)NC1=NCC(=O)NCCc1ccco1	103	0.6

(next part)
canonical_smiles	PV pol inh	PV pol inh FP z-score
Cc1cc(C)cc(-n2ccnc2SCC(=O)Nc2nnc(C)s2)c1	108	0.1
Cc1ccc(NC(=O)Cn2c(=O)n(CCc3ccccc3)c(=O)c3c4c(sc32)CCCC4)c(C)c1	109	0.9
COc1ccc(C(=O)CCN2CCC(C)CC2)cc1	102	0.3
C(=C\c1ccccc1)/C=N/N1CCN(Cc2cccc3ccccc23)CC1	104	0.5
COC(=O)c1ccccc1NC(=O)c1cc2nc(-c3ccccc3)cc(-c3ccccc3)n2n1	104	0
O=C(NCCc1ccccc1)c1ccc2c(c1)N(Cc1ccc(F)cc1)C(=O)CS2	104	-0.9
COc1ccc(-n2c(=O)c(C#N)cc3c(=O)n4ccccc4nc32)cc1Cl	89	-4.4
CCc1nc2sc(C(=O)Nc3ccc(OC(F)(F)F)cc3)c(N)c2cc1C	102	-0.1
Cn1c2ccccc2c2c(C(=O)N3CCN(c4cccc(Cl)c4)CC3)cn(C3CCCCC3)c(=O)c21	115	0.7
CC(=O)N1CCCc2ccc(NC(=O)c3ccc(C(F)(F)F)cc3)cc21	102	-0.7
CCC(C(=O)Nc1cc(C)ccc1C)n1c(=O)c(C(F)(F)F)nc2ccccc21 (stereo not drawn)	101	-1.2
Cc1cc(C(=O)N2CCN(c3cccc(Cl)c3)CC2)c2c(C)nn(-c3ccccc3Cl)c2n1	113	1.7
Cc1c(C)c(C)c(C#CCOC2CCCCO2)c(C)c1C (stereo not drawn)	104	0.1
O=c1nc(-c2ccccc2)c2cc(Cl)ccc2[nH]1	103	0.2
CC(C)CCNC(=O)c1ccc2c(c1)nc1n2CCCCC1	113	0.9
CN(C(=O)c1cccc(S(=O)(=O)N(C)C)c1)c1ccccc1	100	-0.5
CCOC(=O)C1CCN(c2ncnc3c2c(-c2ccccc2)cn3-c2ccc(Cl)cc2)CC1	105	-0.4
O=C(Nc1ccccc1)N1CCN(C(=O)c2nsc3ccccc23)CC1	103	-1
NC(=O)c1c(/N=C/C(Br)=C/c2ccccc2)sc2c1CCC2	103	0.7
Cc1ccc(OCC(=O)Nc2ccc3nc(Nc4cccc(Cl)c4)cc(C)c3c2)cc1	100	-0.5
COc1cccc(-c2nn3c(=O)cc(CN4CCN(S(=O)(=O)c5ccc(C)cc5)CC4)nc3s2)c1	116	2
CCOC(=O)C1=C(C)NC2=C(C(=O)C(C(=O)OCC)C(c3ccco3)C2)C1c1ccc2c(c1)OCO2 (stereo not drawn)	98	-1
O=C1c2ccccc2CCc2sccc21	101	-0.2
Cc1cccc(N(C)c2nc3ccc(Cl)cc3n3cnnc23)c1	103	0.3
COc1cc(-c2nnc(COC(=O)CSc3ccc4ccccc4c3)o2)cc(OC)c1OC	99	-0.4
COc1cccc2cc(C(=O)N3CCN(c4cc(C)ccc4C)CC3)c(=O)oc12	105	0.2
O=C(Cn1c2c(c(-c3ccccc3Cl)cc1=O)CCC2)NC1CCCC1	100	-0.3
CCOc1ccc(CCNC(=O)Cc2ncn[nH]2)cc1OCC	103	0.1
CCCn1c2ccccc2c2cnn(CC(=O)N3CCCc4ccccc43)c(=O)c21	104	0.7
COc1ccc(NC(=O)CSc2nncn3c2cc2oc(C)cc23)cc1OC	107	0

Following part:
Values run as follows: PV pol inh	PV pol inh FP z-score
> OC(c1ccccc1)(c1ccccc1)C1CCCN1Cc1ccccc1 (stereo not drawn)
  105	0.3
> Cc1ccnc(SCC(=O)NC(c2ccccc2)c2ccccc2)n1
  103	0.6
> O=C(c1ccc(N2CCOCC2)nc1)N1CCCCCC1
  106	0.5
> O=c1oc(-c2cccc(Cl)c2)nc2c1cnn2-c1ccccc1
  104	0.1
> COc1ccc(N2CCN(Cc3nnnn3C3CCCCC3)CC2)cc1
  102	0
> Cc1n[nH]c(C)c1Sc1nccc(-c2cccnc2)n1
  101	-0.4
> CCc1cccc(C)c1NC(=O)CCCn1c(=O)c2cccn2c2cccnc21
  112	0.8
> O=S(=O)(NC1=NCCCCC1)c1ccc(F)cc1
  99	-0.3
> CC(C)NC(=S)NC(=O)c1cccnc1
  100	-0.2
> Cn1c(=O)c2c(-c3ccccc3Br)n(CC(N)=O)cc2n(C)c1=O
  104	1
> Nc1ccc(I)cc1C(=O)O
  98	-1.1
> Cc1ccc(C)c(Nc2nn3c(=O)c4ccc(C(=O)NCCc5ccccc5)cc4nc3s2)c1
  102	-0.8
> COc1ccc(C)cc1NC(=O)C1CCN(S(=O)(=O)c2ccc3[nH]c(=O)oc3c2)CC1
  103	-0.9
> O=c1[nH]c(SCc2ccc(C(F)(F)F)cc2)nc2c1cnn2-c1ccccc1
  104	0.6
> N#CCSc1nc2ccccc2c(=O)n1CCCC(=O)NCc1ccco1
  101	-0.2
> O=C(CSc1ccccc1)OCc1nnc(C2COc3ccccc3O2)o1 (stereo not drawn)
  103	-0.1
> Clc1cc(N2CCOCC2)ncn1
  102	0.6
> Cc1ccc(C)c(CN2C(=O)c3ccccc3S(=O)(=O)c3ccc(C(=O)N4CCOCC4)cc32)c1
  105	-0.2
> CC(C)C(Sc1ccc2c(c1)OCCO2)C(=O)NC(N)=O (stereo not drawn)
  102	-0.1
> FC(F)Oc1ccc(/C=N/n2cnnc2)c(OC(F)F)c1
  101	0
> O=C(NCc1ccco1)C1CCN(C(=O)N2CCOc3ccccc32)CC1
  109	0.3
> COc1cccc(Cl)c1NC(=O)N1CCN(c2cc(C)nc3ccccc23)CC1
  97	-1.3
> O=C(CCCN1CCOCC1)c1ccc2c(c1)OCCO2
  101	-0.2
> Cc1cccc(C(=O)NC(=NCCc2cnc[nH]2)Nc2nc(C)cc(C)n2)c1
  100	-0.5
> CC(C)c1cc2cc3ccc(=O)oc3cc2o1
  101	0.2
> CCSc1nc2sc3c(c2c(=O)n1CCc1ccccc1)CCC3
  103	0.3
> CCN(CC)C(=O)c1sc2c(c1C)c(=O)n(-c1ccccc1)c(=O)n2Cc1c(C)cc(C)cc1C
  106	0
> CCCN1CCN(c2ncnc3sc(C(=O)Nc4c(C)cc(C)cc4C)c(C)c23)CC1
  105	-0.2
> CC1=C(C)CC(C(=O)N2CCN(Cc3ccccc3)CC2)C(C(=O)O)C1 (stereo not drawn)
  103	-0.2
> O=C(NCc1ccc(Cl)cc1)C1CCN(S(=O)(=O)c2cccc3nonc23)CC1
  108	0.6
> CCOc1ncccc1C(=O)Nc1ccc2c(c1)OCCO2
  102	0.1
> COc1ccc(N2Cc3cccc(C(=O)Nc4ccc(F)cc4)c3C2=O)cc1
  111	1
> Cc1cn(C)c(CC(=O)NCc2ccccc2)c1C(=O)O
  108	0.4
> COc1ccc(/C=C2\SC(N)=NC2=O)cc1OC
  100	-0.6
> CC(=O)OCc1cc(=O)n2ccsc2n1
  101	0.2
> O=C(COC(=O)c1ccc(O)cc1)Nc1cccc(I)c1
  102	-0.2
> O=C(COc1ccccc1)Nc1nncs1
  101	-0.2
> CCN(CC)CCNc1nc(-c2ccco2)c2c(c1C#N)CC(C)(C)OC2
  99	-0.4
> COc1ccc(Cl)cc1-n1c(C)cc(C(=O)OCC#N)c1C
  107	0.9
> O=c1c2c([nH]c(=S)n1-c1ccc(F)cc1)CCS2
  101	-0.3
> CC(C)n1nc(C(=O)Nc2ccccc2N2CCOCC2)c2ccccc2c1=O
  103	0.1

As entered above:
PV pol inh result of CC(C)n1nc(C(=O)Nc2ccccc2N2CCOCC2)c2ccccc2c1=O stands at 103
PV pol inh result of O=C(COc1ccccc1)Nc1nncs1 stands at 101
PV pol inh FP z-score result of O=C(COC(=O)c1ccc(O)cc1)Nc1cccc(I)c1 stands at -0.2
PV pol inh result of COc1ccc(Cl)cc1-n1c(C)cc(C(=O)OCC#N)c1C stands at 107
PV pol inh FP z-score result of COc1ccc(N2Cc3cccc(C(=O)Nc4ccc(F)cc4)c3C2=O)cc1 stands at 1
PV pol inh result of CCN(CC)CCNc1nc(-c2ccco2)c2c(c1C#N)CC(C)(C)OC2 stands at 99
